H37Rv inhibition = M. tuberculosis growth inhibition, HTS (AID 449762) | 330,000 tested, 0.59% active | one-dose inhibition, % at 25 µM; IC50 in µM for titrated hits | M. tuberculosis H37Rv growth inhibition, 7H9 media; higher % means a stronger effect; in the data active means a potency from the dose series;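 further: bacterial growth assessed after seven days of incubation; strong numbers were not always called active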
M. tuberculosis = growth inhibition of non-replicating M. tuberculosis (AID 488890); Mycobacterium tuberculosis non-replicating, growth inhibition; higher % means a stronger effect; one-dose inhibition, % at 25 µM; IC50 in µM for titrated hits; 320,000 tested, 0.39% active; in the data active means a potency from the dose series;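 further: plate controls were DMSO cells for no effect and high antibiotic wells for full effect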
inhibitors of VEEV = inhibitors of VEEV TC-83 cytopathic effect, confirmation, Vero cells (AID 588727); inhibition, % at 20 µM, or IC50 in µM where a hit was titrated; Vero cells, VEEV TC-83 cytopathic effect inhibition; higher % means a stronger effect; 350,000 tested, 0.13% active; in the data active means a potency from the dose series; further: strong numbers were not always called active
H1N1 NS1A inhibition = H1N1 influenza NS1A inhibitors, functional cell based assay (AID 504329); NS1A functional cell-based assay, percent inhibition; higher % means a stronger effect; inhibition, % at 12.5 µM; hits with a dose series show IC50 in µM; 340,000 tested, 0.3% active; in the data active means a potency from the dose series; further: strong numbers were not always called active
Salmonella PhoP GFP = PhoP regulon inhibitors, Salmonella typhi PhoP promoter GFP reporter, confirmatory (AID 1850); Salmonella Typhi PhoP-promoter GFP reporter, fluorescence, 4 h; higher % means a stronger effect; one-dose inhibition, % at 50 µM; IC50 in µM for titrated hits; 310,000 tested, 0.33% active; in the data active means a potency from the dose series;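 further: 0% = induced wells with vehicle and 100% = uninduced wells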
inhibitors of VEEV 10K pilot screen = also measured in inhibitors of VEEV; calls as there; inhibition, %; measured here: 10K pilot screen inhibition
* hit, by the source's call; i = inactive; · = no result given; & = joins results of further samples.

SMILES | H37Rv inhibition | M. tuberculosis | inhibitors of VEEV | H1N1 NS1A inhibition | Salmonella PhoP GFP | others
O=C(C1CCCN(C2CC(=O)N(c3ccc(Cl)cc3)C2=O)C1)N1CCCC1 (stereo not given) | -2% | · | 1.5% | -6% | 2%
O=C(COC(=O)CNS(=O)(=O)c1ccc(Br)cc1Cl)NC1CCCC1 | 4% | 15% | 0.2% | 11% | -5%
CCCCOc1ccc(/C=C/C(=O)Nc2ccc([N+](=O)[O-])cc2C)cc1 | -3% | -32% | i | -6% | -9%
CSCCC(NC(=O)c1ccc(Cl)cc1Cl)C(=O)N(C)Cc1nc2ccccc2c(=O)[nH]1 (stereo not given) | · | · | 1.6% | 9% | ·
Cc1oc(-c2ccccc2)cc1C(=O)NC(Cc1c[nH]c2ccccc12)C(=O)O (stereo not given) | 7% | 25% | i | 4% | -4%
N#CC1=C(N)SC(N)=C(C#N)C1c1cccc(O)c1 | 10% | 5% | i | 9% | -7%
COc1ccc(N/C=C/c2nc(SC)nnc2C)cc1 | 98% | 22% | 5.6% | -4% | -13%
O=C(OCCN1C(=O)c2cccc3c(N4CCOCC4)ccc(c23)C1=O)c1ccccc1Cl | 9% | 77% | 13% | -3% | -206%
O=c1[nH]c(=O)n(Cc2ccc(F)cc2)c(O)c1C=NCCCO | -3% | -3% | 4.8% | -12% | 2%
COc1cc2[nH]c(C(=O)NN)c(N)c2cc1OC | 3% | -19% | · | · | 0%

Looked up by compound from above:
SMILES | H37Rv inhibition | M. tuberculosis | inhibitors of VEEV | H1N1 NS1A inhibition | Salmonella PhoP GFP | others
O=C(C1CCCN(C2CC(=O)N(c3ccc(Cl)cc3)C2=O)C1)N1CCCC1 (stereo not given) | -2% | · | 1.5% | -6% | 2%
N#CC1=C(N)SC(N)=C(C#N)C1c1cccc(O)c1 | 10% | 5% | i | 9% | -7%
Cc1oc(-c2ccccc2)cc1C(=O)NC(Cc1c[nH]c2ccccc12)C(=O)O (stereo not given) | 7% | 25% | i | 4% | -4%

The list continues.
SMILES | H37Rv inhibition | M. tuberculosis | inhibitors of VEEV | H1N1 NS1A inhibition | Salmonella PhoP GFP | others
CC(=O)NC(CC(=O)Nc1ccc(S(=O)(=O)N2CCOCC2)cc1)c1ccccc1 (stereo not given) | 1% | 4% | 4.7% | -16% | ·
O=C(Nc1nnc(-c2ccc(F)cc2)o1)C1CCCN1S(=O)(=O)c1cccs1 (stereo not given) | 39% | -17% | 0.7% | -8% | 4%
Cc1ccc(-c2noc(CNc3ccccc3)n2)cc1 | 3% | 43% | i | -2% | 4%
O=C(COC(=O)/C=C/c1ccco1)NCc1ccc(Cl)cc1Cl | 5% | 26% | 6.2% | -10% | ·
CC(C)(C)NC(=O)C(c1ccc(O)cc1)N(C(=O)CCC(=O)Nc1nccs1)c1cccc(F)c1 (stereo not given) | -5% | 15% | 2.6% | -15% | 10%
COCn1c(-c2ccc(OC)c(OC)c2)nc2ccccc21 | -5% | 0% | 0.8% | -2% | -5%
Cc1nc2c(ccc3nc(NC(=O)c4ccc(S(=O)(=O)N(C)C)cc4)sc32)s1 | -8% | -2% | 0.7% | -1% | -6%
CCc1ccc(NS(=O)(=O)c2ccc3c(c2)oc(=O)n3C)cc1 | -1% | -5% | 1.0% | 1% | -15%
Cc1ccc(N(CC(=O)NN=C2CCN(C)CC2)S(=O)(=O)c2ccccc2)c(C)c1 | 6% | 2% | 0.1% | -4% | -2%
CCCNC(=O)NC(=O)COc1c(F)c(F)cc(F)c1F | 3% | -8% | 0.5% | -1% | 8%
COCCCn1c(SCC(=O)Nc2ccc(C)cc2)nc2ccccc2c1=O | 1% | 3% | 1.1% | 5% | -8%
COc1ccccc1C(=O)Nc1ccc(S(=O)(=O)N2CCc3ccccc32)cc1 | 16% | 19% | 3.4% | 9% | 11%
CN(C)c1ccc(/C=C/C(=O)c2ccccc2O)cc1 | 3% | 39% | 0.3% | 13% | 0%
Cc1ccc(N(Cc2ccc([N+](=O)[O-])cc2)C(=O)c2ccco2)cc1C | 3% | 12% | 0.2% | 3% | -5%
O=C(CCC(=O)OCC(F)(F)C(F)F)NCc1ccccc1 | 1% | -8% | i | 2% | 12%
CN(CC(=O)Nc1cccnc1)S(=O)(=O)c1ccccc1 | -5% | -8% | i | -4% | 4% | inhibitors of VEEV 10K pilot screen=0.4
Cc1c(C(=O)Oc2cc(N)n(S(C)(=O)=O)n2)cccc1[N+](=O)[O-] | 2% | -36% | 0.2% | 3% | 0%
FC(F)(F)c1cccc(Oc2ccc3c(C(F)(F)F)cc(C(F)(F)F)nc3n2)c1 | 10% | 8% | 1.0% | 3% | -15%
Cc1ccc(C2=NCC(=O)Nc3ccc(Br)cc32)cc1 | 1% | 10% | i | 1% | -1%
CCOC(=O)C1C(=O)CC(C)(O)C(C(=O)OCC)C1c1ccc(C)s1 (stereo not given) | -2% | -9% | 0.3% | -3% | -3%
COC(=O)C(Cc1ccccc1)NC(=O)CCNC(=O)c1ccco1 (stereo not given) | 2% | -17% | 3.0% | 2% | -17%
CS(=O)(=O)N(CCc1ccccc1)CC(=O)N1CCN(c2ccccc2)CC1 | -3% | 13% | 1.2% | 1% | -5%
Cc1ccc(O)c(-c2cc(C(=O)NCc3ccncc3)[nH]n2)c1 | 6% | -10% | 8.4% | 14% | 2%
COC(=O)c1sccc1NC(=O)Cc1ccc(Br)cc1 | 0% | 67% | 0.2% | -6% | -6% | inhibitors of VEEV 10K pilot screen=1.1
Cc1ccc(NC(=O)CSc2nc3nc(C)c(Br)cc3[nH]2)cc1F | 3% | 19% | 1.1% | -8% | 9%
C[C@@](Cc1ccc(O)c(O)c1)(NN)C(=O)O | · | · | i | 1% | 3%
O=C(NCCCN1CCOCC1)c1c(F)cccc1F | 0% | -7% | 1.4% | -10% | 4%
CC1CCC(NC(=O)CSc2nncs2)CC1 (stereo not given) | -2% | 54% | 1.4% | 1% | -1%
Cc1cccc(C)c1OCC(=O)N/N=C/C=C/c1ccco1 | 3% | -6% | 0.2% | 13% | -13%
CC1CN(CC(=O)NC(C)c2ccccc2)CC(C)O1 (stereo not given) | -1% | 13% | 0.5% | 2% | -7%
O/N=C\c1ccccc1Oc1ccc(F)cc1 | -6% | 16% | 1.4% | 12% | 1%
O=C(CCNC(=O)c1ccccc1)Nc1ccc(Cl)c(S(=O)(=O)N2CCCCC2)c1 | 3% | 26% | 6.4% | -13% | ·
O=C(NC1=NCCS1)c1ccc(Cl)c(S(=O)(=O)N2CCc3ccccc32)c1 | 8% | 4% | 2.0% | -7% | 17%
C/C(N)=C(/C#N)C(=O)CSc1nnc(Nc2c(C)cccc2C)s1 | -2% | 16% | 1.6% | 3%&8% | -2%
CCn1c(C)nc2cc(-c3nc4n(n3)Cc3ccccc3-4)ccc21 | -2% | 9% | i | -17% | -13%
COc1ccc(C(=O)Nc2ccccn2)cc1 | -9% | -6% | 0.2% | 2% | 11%
O=C(O)Cc1c(C(=O)O)[nH]c2ccc(C(=O)O)cc12 | 3% | -14% | 0.3% | -16% | 9%
COCc1ccc(C(=O)NCC2(N3CCCCC3)CCCCC2)cc1 | 0% | -8% | 0.4% | -26% | 4%
NC(=O)CCc1nc2cc(C(F)(F)F)ccc2n(Cc2ccccc2)c1=O | -6% | -2% | 0.8% | 3% | 13%
CSc1ccc(Cl)c(C(=O)OCC(=O)N2CC(C)OC(C)C2)c1 (stereo not given) | -1% | -10% | 2.6% | -8% | -3%

Arranged by SMILES length (low to high): part of the list above
SMILES | H37Rv inhibition | M. tuberculosis | inhibitors of VEEV | H1N1 NS1A inhibition | Salmonella PhoP GFP | others
O/N=C\c1ccccc1Oc1ccc(F)cc1 | -6% | 16% | 1.4% | 12% | 1%
O=C(O)Cc1c(C(=O)O)[nH]c2ccc(C(=O)O)cc12 | 3% | -14% | 0.3% | -16% | 9%
C/C(N)=C(/C#N)C(=O)CSc1nnc(Nc2c(C)cccc2C)s1 | -2% | 16% | 1.6% | 3%&8% | -2%

The list goes on:
SMILES | H37Rv inhibition | M. tuberculosis | inhibitors of VEEV | H1N1 NS1A inhibition | Salmonella PhoP GFP | others
CC(C)C(=O)NC(=S)Nc1ccccc1C(=O)Nc1ccccc1 | -3% | 0% | 0.6% | 1% | 8%
CSc1ccccc1C(=O)C1CCCN(C(=O)CCc2cccnc2)C1 (stereo not given) | 4% | 4% | i | -10% | 4%
COc1ccc(NC(=O)C2C(=O)NC3(C)CC2c2ccccc2O3)cc1 (stereo not given) | 6% | 10% | 3.6% | 9% | -1%
COc1ccc(C2=NCCn3cccc32)c(OC)c1 | 10% | -9% | 0.9% | -8% | 1% | inhibitors of VEEV 10K pilot screen=0.1
CCOC(=O)c1c(-c2ccc(OC)cc2)csc1/N=C/C1=C(O)CCCC1=O | 6% | 34% | 1.0% | -1% | -9%
CCOC(=O)c1ccc(NC(=O)CSc2n[nH]c(-c3ccncc3)n2)cc1 | 51% | 27% | 2.3% | 2% | -4%
O=C(COC(=O)c1ccc(O)cc1O)Nc1cc(-c2ccccc2)nn1-c1ccccc1 | 2% | 7% | 10% | 3% | -13%
CCN(CC)S(=O)(=O)c1cc(C(=O)Oc2ccccc2OC)ccc1OC | -7% | 44% | 2.0% | 11% | -7%
CCCS(=O)(=O)n1nc(-c2ccc(OC)cc2OC)cc1N | -10% | · | 1.3% | 26% | -5%
O=C(NCc1ccc(F)cc1)C1CC(=O)N(C2CCCCC2)C1 (stereo not given) | -1% | -9% | 0.8% | 9% | -19%
Cc1ccc(-n2cc(CN3CCC(CO)(Cc4ccccc4)CC3)cn2)cc1 | -1% | 27% | · | · | -1%
Cc1ccc2c(c1)C1C3CCC(C3)C1S(=O)N2 (stereo not given) | -8% | 15% | 1.0% | -2% | -1%
CCC1(c2ccccc2)NC(=O)N(CC(=O)N(C)Cc2ccccc2)C1=O (stereo not given) | 3% | 8% | i | 4% | -12%
COc1cc(C2C(=O)N(C3CCCC3)CC(=O)N2Cc2ccco2)ccc1OC(C)C (stereo not given) | -9% | -1% | 3.9% | 1% | 0% | inhibitors of VEEV 10K pilot screen=2.3
COc1ccc(NC2CCN(C3CC(=O)N(c4ccc(F)c(Cl)c4)C3=O)CC2)cc1 (stereo not given) | 12% | 67% | 0.2% | 9% | -8%
O=C1CC(=O)CC(c2ccccc2)C1 | 1% | i | 2.8% | -21% | -7%
O=C(CCCc1nc2ccccc2s1)N1CCN(S(=O)(=O)c2cccs2)CC1 | -7% | 19% | 1.4% | 3% | -7%
CCOC(=O)C1Oc2ccccc2C(c2ccc(C)cc2)=C1C(=O)OC (stereo not given) | · | · | 1.0% | -5% | ·
CCN1CCN(c2cc(N3CCCC3)c([N+](=O)[O-])cc2F)CC1 | 1% | 5% | 0.1% | 17% | 2%
COC(=O)c1ccc(CNC(=O)c2ccc(OCC(=O)N3CCOCC3)c(OC)c2)cc1 | 2% | -3% | 3.0% | -8% | 7%

Structural class, the compounds so far containing a COOH group.
SMILES | H37Rv inhibition | M. tuberculosis | inhibitors of VEEV | H1N1 NS1A inhibition | Salmonella PhoP GFP | others
Cc1oc(-c2ccccc2)cc1C(=O)NC(Cc1c[nH]c2ccccc12)C(=O)O (stereo not given) | 7% | 25% | i | 4% | -4%
C[C@@](Cc1ccc(O)c(O)c1)(NN)C(=O)O | · | · | i | 1% | 3%
O=C(O)Cc1c(C(=O)O)[nH]c2ccc(C(=O)O)cc12 | 3% | -14% | 0.3% | -16% | 9%

Continued.
SMILES | H37Rv inhibition | M. tuberculosis | inhibitors of VEEV | H1N1 NS1A inhibition | Salmonella PhoP GFP | others
CC(=O)c1cccc(OC(=O)c2ccccc2)c1 | · | · | 3.9% | -24% | ·
N#Cc1c(-c2ccccc2)cc(-c2ccc3c(c2)OCO3)[nH]c1=O | -4% | -1% | 1.2% | -11% | ·
Cc1ccc(NC(=O)C2CCCN2C(=O)Oc2ccccc2)c(C)c1 (stereo not given) | -1% | · | i | 1% | 6%
CC(=O)Nc1ccc(S(=O)(=O)N(Cc2ccccc2)c2ccccn2)cc1 | -1% | 6% | 0.6% | -3% | 0%
CCOC(=O)NC(Nc1nnc(SCC)s1)(C(F)(F)F)C(F)(F)F | -8% | -8% | 1.9% | 3% | -7%
COc1ccc(C)cc1NC(=O)C(OC(=O)C1=NNC(=O)CC1)c1ccccc1 (stereo not given) | 6% | 1% | 4.8% | -6% | ·
Cc1ccc2nc(Nc3ccc(Cl)cc3)c3nncn3c2c1 | 8% | 9% | 0.5% | -11% | -6%
Cc1ccc(CC(NC(=O)c2ccccc2)C(=O)NC(CC(C)C)C(=O)O)cc1 (stereo not given) | -9% | -16% | i | 2% | 5%
O=[N+]([O-])c1cccc(-c2ccc(CN3CCN(c4ccccc4)CC3)o2)c1 | -7% | · | 0.3% | 5% | -4%
CC(=O)c1ccc([N+](=O)[O-])c(CS(=O)(=O)c2ccccc2)c1 | 3% | -12% | i | -13% | -4%
Cc1c(C(=O)OCC(=O)N2C(C)CCCC2C)oc2ccccc12 (stereo not given) | -25% | 17% | 3.1% | -6% | -6%
C=CC[C@H](CC(=O)NCCO)C(=O)N[C@H](COC(=O)[C@@H](CC=C)CC(=O)OC(C)(C)C)Cc1ccccc1 | -1% | -7% | 0.2% | 5% | ·
CC(C)(CO)NC(=O)C12CC3CC(CC(Br)(C3)C1)C2 | 5% | -2% | 0.6% | -25% | 3%

Assay outcomes from PubChem BioAssay.
